SKN-1 inh = C. elegans SKN-1 inhibition; C. elegans VP596 Pgst-4::GFP/RFP ratio, acrylamide-induced, 24 h; inhibition, % at 21.8 µM; hit rate 0.49% among 360,000; AID 624304;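 active = interference check ratio from 0.5 to 1.5 plus GFP to RFP signal ratio inhibition reaching or exceeding a fixed threshold, cut at about 30% in these data, passing the limit was not always enough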; note: some compounds called inactive have numbers as strong as hits
NadD inh = NadD (S. aureus) enzyme inhibition. purified NadD enzyme, colorimetric absorbance read-out. inhibition, % at 20 µM. hit rate 0.78% among 360,000. AID 602399; in the data active = inhibition above about 26%; note: some compounds past the cut are filed as inactive
FAS-TE inh = inhibitors of human fatty acid synthase thioesterase domain | P49327 | recombinant FAS-TE, OMFH fluorogenic substrate, fluorescence endpoint | inhibition, % at 15 µM | hit rate 0.67% among 360,000 | AID 602261;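 active = compounds whose normalised, plate-corrected inhibition of enzyme fluorescence in the single-dose primary screen is 50% or more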;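 note: 0% = DMSO with enzyme and 100% = substrate without enzyme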
Neddyl block = inhibitors of human cullin neddylation; P61081+Q13564; TR-FRET cullin neddylation, biochemical; calls only at 25 µM; hit rate 0.58% among 360,000; AID 651699; in the data active = inhibition above about 36%
Target sequence (P61081 whole entry, looked up): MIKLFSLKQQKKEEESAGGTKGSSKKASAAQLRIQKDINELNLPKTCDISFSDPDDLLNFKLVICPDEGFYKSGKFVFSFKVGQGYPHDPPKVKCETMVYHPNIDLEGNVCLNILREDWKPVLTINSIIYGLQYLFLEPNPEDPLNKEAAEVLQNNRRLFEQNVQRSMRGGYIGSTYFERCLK
Target sequence (Q13564 whole entry, looked up): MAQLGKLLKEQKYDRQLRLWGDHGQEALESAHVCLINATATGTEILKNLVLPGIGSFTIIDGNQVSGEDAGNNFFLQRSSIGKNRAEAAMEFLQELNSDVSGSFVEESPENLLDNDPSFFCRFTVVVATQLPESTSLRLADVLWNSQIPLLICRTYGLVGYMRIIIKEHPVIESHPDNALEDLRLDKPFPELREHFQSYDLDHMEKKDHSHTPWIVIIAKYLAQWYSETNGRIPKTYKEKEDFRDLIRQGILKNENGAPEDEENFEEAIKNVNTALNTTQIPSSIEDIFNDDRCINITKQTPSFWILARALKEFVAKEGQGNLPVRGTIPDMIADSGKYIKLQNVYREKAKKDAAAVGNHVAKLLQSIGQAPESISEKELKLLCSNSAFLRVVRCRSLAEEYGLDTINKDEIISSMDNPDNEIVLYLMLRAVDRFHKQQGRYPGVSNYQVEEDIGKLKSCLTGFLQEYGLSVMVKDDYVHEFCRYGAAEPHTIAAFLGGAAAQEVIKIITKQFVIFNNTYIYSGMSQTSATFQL
PABP1 MLLE inh = inhibitors of microRNA-mediated deadenylation, human PABP1 MLLE binding | P11940 | GST-MLLE / FITC-PAM2 fluorescence polarization | inhibition, % at 20 µM | hit rate 0.36% among 360,000; in the data active = inhibition above about 35%, passing the limit was not always enough;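 note: plate controls were DMSO wells with GST-MLLE for no effect and wells lacking GST-MLLE protein for full effect; some results filed as inactive read as strong as hits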
Rin1-Abl PPI inh = blocks binding of human Rin1 to Abl | P00519+Q13671 | TR-FRET Rin1/Abl binding, biochemical | inhibition, % at 7.35 µM | hit rate 0.4% among 360,000 | AID 588664; in the data active = inhibition above about 5%, passing the limit was not always enough
CSN inh = blocks human CSN-mediated cullin deneddylation; Q92905; Purified CSN, SCF-Nedd8-OG deneddylation, fluorescence polarization; inhibition, % at 12.5 µM; hit rate 0.38% among 360,000; AID 651999;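 active = pattern-corrected inhibition above about 35%, with an unprinted fluorescence ratio check between 0.5 and 1.5, limit read from the data, passing the limit was not always enough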;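 note: 0% = enzyme with substrate and 100% = substrate without enzyme; some results filed as inactive read as strong as hits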
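Assay system: purified human Csn5 enzyme expressed in HEK293T cells; Input: 0.24 nM Csn5 enzyme, final concentration; Reagent: 10 nM SCFSkp2-Nedd8OG; Compound dosing: 12.5 µM single point; Times: reaction 90 min, room temperature; Technique: fluorescence polarization readout.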
MT1-MMP act inh = inhibitors of human MT1-MMP activation | HT1080 RFP-PRO-GFP cells, GFP/RFP ratio fluorescence, overnight; percent of plate control window, DMSO zero | GFP/RFP ratio change, % at 20 µM | hit rate 0.061% among 360,000 | P50281;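 active = GFP/RFP ratio change of at least 30% with cell ATP level not reduced by more than half and red fluorescence within 50% of control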; note: strong numbers were not always called active
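Material: RFP-PRO-GFP reporter HT1080 cells. Dosing: single-point 20 µM compound, 1% DMSO. Controls: DMSO and RFP-L50D-GFP cell wells. Timing: cells overnight before dosing, compound overnight, 37 °C, 5% CO2. Measure: GFP/RFP fluorescence ratio.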
Rpn11 inh = inhibitors of human proteasome Rpn11 | O00487 | calls only at 20 µM | hit rate 0.59% among 360,000 | AID 588493 | human 26S proteasome, Ub4-pepOG fluorescence polarization; 20S core pre-blocked with epoxomicin;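 active = inhibition at 20 µM, scaled to each plate's controls, above about 33%, limit read from the data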
An asterisk follows results filed as active; i = inactive; · = not tested or not shown.

structure	SKN-1 inh	NadD inh	FAS-TE inh	Neddyl block	PABP1 MLLE inh	Rin1-Abl PPI inh	CSN inh	MT1-MMP act inh	Rpn11 inh
Cc1ccnc(N2C(=O)OC(C)(C)C2(C)O)c1 (configuration not stated)	-10	-1	-9	i	4	-2	0	-4	i
COCC(=O)Nc1ccccc1C(=O)Nc1ccc(OC)cc1	-31	9	-3	i	0	0	2	1	i
CCn1nc(C(=O)NNC(=O)c2ccccc2)c2ccccc2c1=O	12	0	-1	i	-7	0	-1	-2	i
Cc1ccc(-n2nnnc2SCC(=O)NCCC2=CCCCC2)c(C)c1	-5	-3	17	i	-22	0	6	-5	i
Cc1ccc2occ(/C=C/C(=O)c3ccccc3O)c(=O)c2c1	-8	12	-1	i	-7	-1	6	-37	i
CC(=O)c1ccc(OCC(=O)Nc2ccccc2C(=O)NC2CC2)cc1	10	-6	-5	i	0	-1	-1	0	i
Cc1nn(C)cc1[C@@H]1C[C@H]2CN(Cc3cccc(Cl)c3)C(=O)[C@]23CCCN13	3	-2	-8	i	-16	-2	4	-6	i
CCCCc1ncc(CN2CCC(n3nccc3NC(=O)c3ccccc3OC)CC2)[nH]1	9	-8	-4	i	-9	-1	1	2	i
O=S(=O)(c1ccc(Br)cc1)c1nc(-c2ccccc2)oc1NCCN1CCOCC1	-5	-6	19	i	-4	1	3	1	i
Cc1ccc(C)c(NS(=O)(=O)c2cc(C(=O)NCc3ccncc3)ccc2C)c1	-19	-4	-6	i	-8	6	5	2	i
COCCNC(=O)/C(C#N)=C1\N=C(N)c2ccccc21	6	-2	-7	i	-9	-7	-5	-2	i
CSCCC(NC(=O)c1ccccc1)C(=O)OCC(=O)N(C)CCC#N (configuration not stated)	-1	-3	-4	i	-2	-6	-2	0	i
CCOc1ccc(Br)cc1S(=O)(=O)Nc1cccc(S(=O)(=O)N(C)C)c1	13	-7	10	i	0	0	1	15	i
Cc1nn(C)c(Oc2ccccc2)c1CCNC(=O)C(C)(C)C	-5	-5	-9	i	-11	1	6	2	i
COc1ccccc1C#CC1=CC(=O)C[C@H](c2ccc(F)cc2)C1	19	3	28	i	-11	0	-7	-3	i
COC(=O)C[C@@H]1C=C[C@@H](NC(C)=O)[C@@H](CO)O1	6	·	·	i	·	·	-5	-1	·
CN1C(=O)CC(n2c(CO)nc3ccccc32)C1=O (configuration not stated)	-6	-3	-5	i	8	0	-1	9	i
CN(CCOc1ccccc1)C(=O)CCc1nc2sc3c(c2c(=O)[nH]1)CCCC3	7	6	8	i	-26	-2	7	-1	i
Cc1ccnc(SCc2cn3c(C)cccc3n2)n1	5	-8	-5	i	17	3	1	-2	i
C/C(=N/NS(=O)(=O)c1ccc(C(C)(C)C)cc1)c1ccc2c(c1)OCO2	13	-1	23	i	-8	3	3	2	i
CSc1nc(C)c(Cl)c(C)c1C#N	-3	2	15	i	0	-1	-3	-3	i
O=C(Cc1ccc(Br)cc1)NCCN1CCOCC1	20	-7	-2	i	0	1	-2	1	i
COc1cccc(-c2nc(-c3ccccc3)no2)c1	-4	-8	11	i	7	0	2	-7	i
CN(C(=S)NC(=O)C1(C)CC1(Cl)Cl)c1ccccc1 (configuration not stated)	3	4	-8	i	8	0	2	6	i
CCc1cc(=O)[nH]c(SCC(=O)N2CCOCC2)n1	-5	2	-9	i	-2	2	-3	0	i
O=C(NCc1cccnc1)NC1(C(F)(F)F)Oc2ccc(Cl)cc2O1 (configuration not stated)	2	-5	5	i	-8	1	2	5	i
O=C(/C=C/c1ccco1)NCCCN1CCN(CCCNC(=O)/C=C/c2ccco2)CC1	-4	-8	-10	i	9	-4	-14	-5	i
COC(=O)c1ccc(C(=O)N2CCCC(N3CCN(c4ccccc4)CC3)C2)nc1 (configuration not stated)	0	0	-7	i	-5	-4	0	-2	i
COc1ccc(N(CC(=O)N2CCOCC2)S(C)(=O)=O)cc1OC	9	2	-7	i	2	-2	1	8	i
O=C(Nc1nccs1)c1cccc(NC(=O)C(F)(F)F)c1	-7	-6	-9	i	-1	1	-6	-4	i

Sorted by number of heavy atoms (descending): three of the compounds above.
structure	SKN-1 inh	NadD inh	FAS-TE inh	Neddyl block	PABP1 MLLE inh	Rin1-Abl PPI inh	CSN inh	MT1-MMP act inh	Rpn11 inh
CN(CCOc1ccccc1)C(=O)CCc1nc2sc3c(c2c(=O)[nH]1)CCCC3	7	6	8	i	-26	-2	7	-1	i
Cc1ccnc(SCc2cn3c(C)cccc3n2)n1	5	-8	-5	i	17	3	1	-2	i
COC(=O)C[C@@H]1C=C[C@@H](NC(C)=O)[C@@H](CO)O1	6	·	·	i	·	·	-5	-1	·

Continuation.
structure	SKN-1 inh	NadD inh	FAS-TE inh	Neddyl block	PABP1 MLLE inh	Rin1-Abl PPI inh	CSN inh	MT1-MMP act inh	Rpn11 inh
O=C(Nc1cccnc1)C1(c2ccc(Cl)cc2)CCCC1	-9	1	-3	i	-6	0	2	-4	i
Cc1ccc(O)c(C(=O)c2cc(C#N)c(=O)n(CC3CCCO3)c2)c1 (configuration not stated)	2	2	1	i	5	0	2	-6	i
Cc1ccc(/C=C2\SC(=S)N(CCC(=O)Nc3cccnc3)C2=O)cc1	3	10	-8	i	-32	1	3	0	i
CCN1C(=O)[C@H]2[C@@H](c3ccc(OC)cc3)N[C@]3(CCCN(Cc4ccc(F)cc4)C3=O)[C@H]2C1=O	4	4	-8	i	8	0	5	-1	i
CCC(=O)Nc1c(C(=O)N2CCCCCC2)cnn1-c1ccc(C)c(C)c1	7	-2	-5	i	1	0	-4	-1	i
C=CCn1c(N2C(=O)CC(Cc3ccccc3)C2=O)nc2ccccc21 (configuration not stated)	3	5	-1	i	-5	-4	-8	6	i
CC1CCN(C(=O)CSc2nnc(-c3cccs3)o2)CC1	-2	7	-3	i	6	2	0	2	i
O=[N+]([O-])c1ccc(NC(=S)N2CCN(c3ccccc3)CC2)cc1	0	-6	19	i	-99	5	4	-2	i
Clc1ccc(C(c2ccccc2)N2CCNCC2)cc1 (configuration not stated)	2	-2	-16	i	-4	-7	3	-30	i
Cc1ccc(-n2nnnc2SCC(=O)N2CCc3ccccc3C2)cc1	15	-7	11	i	-81	-3	9	4	i
O=C(Nc1cccnc1)c1ccc([N+](=O)[O-])cc1Cl	7	8	-8	i	-3	3	-1	2	i
O=C(NC1CCCCCC1)C(=O)NC1CCCC1	-12	-5	-7	i	2	1	-9	-1	i
Fc1ccc(-n2ncc3c(SCc4cccnc4)ncnc32)cc1	18	-2	2	i	-10	-38	6	-8	i
O=C1NC[C@H](Cc2ccccc2)N(CC2CCN(CCC3CCCC3)CC2)C1=O	-11	1	-8	i	-1	0	2	3	i
CCOc1ccc2nc(N3CCC(C(=O)N4CCN(C5CCCCC5)CC4)CC3)sc2c1	13	-4	-2	i	-7	-3	0	1	i
C=CCNc1ncnc2c1ncn2[C@H]1CN(Cc2ccco2)C[C@@H](CO)O1	11	0	-6	i	-12	0	2	-3	i
Fc1ccccc1CSc1nnc(Cn2cnc3ccccc32)n1-c1ccccc1	3	2	-3	i	8	4	2	6	i
O=C(NC(=S)Nc1cccc2cnccc12)c1ccccc1	8	-4	-2	i	27	-1	-2	-15	i
CCOC(=O)c1sc(NC(=O)c2ccc3nc[nH]c3c2)nc1C	11	-9	-18	i	-9	1	10	-3	i
CCn1ncc(C2=NOC(C(=O)NCc3ccccc3)C2)c1C (configuration not stated)	8	-5	-9	i	30	2	8	8	i
COc1ccc(NC(=O)CSc2nc3ccccc3c(=O)n2C)cc1	-7	0	4	i	-1	1	82*	0	i
COc1ccc(CNC(=O)COC(=O)c2[nH]c(C)c(C(C)=O)c2C)cc1OC	12	1	-4	i	-2	3	-6	7	i
CCC1(C)Cc2c(sc3nc4n(c(=O)c23)CCS4)CO1 (configuration not stated)	10	0	-6	i	0	0	-6	1	i
CN(C(=O)COC(=O)CNS(=O)(=O)/C=C/c1ccccc1)C1CCS(=O)(=O)C1 (configuration not stated)	-4	3	-1	i	-17	3	-3	-1	i
CCOc1cc(CNCCO)cc(Br)c1OCc1ccc(Cl)cc1Cl	-25	-8	-11	i	-2	3	0	-1	i
O=C(Cc1ccccc1)Nc1ccc(NC(=O)c2cccs2)cc1	7	-4	-4	i	2	0	1	2	i
CC(C)c1cccc(C(C)C)c1NC(=O)CCl	-5	5	-6	i	-10	-2	-2	-6	i
CCC(=O)C1CCCN(C(=O)c2cccc(OC3CCN(S(C)(=O)=O)CC3)c2)C1 (configuration not stated)	-12	1	-7	i	-1	2	0	-1	i
O=C(CCCOc1ccc(Cl)cc1Cl)NCc1ccccn1	-1	1	-1	i	7	3	3	1	i
Cc1cc(=O)[nH]c(N/N=C/c2cccc(Br)c2)n1	15	-6	-1	i	-25	-4	4	1	i
CN(C)c1oc(-c2ccccc2[N+](=O)[O-])nc1C#N	8	0	-3	i	42*	-1	-2	2	i
CCCCc1cc(=O)oc2cc(C)cc(O)c12	19	-2	5	i	6	-5	1	-8	i
N#C/C(=C(/O)c1ccc(Cl)c([N+](=O)[O-])c1)c1nc2ccccc2[nH]1	-2	-3	14	i	-13	-4	2	-2	i
O=C(c1csc2c1CCCC2)N1CCN(c2ccccc2)CC1	13	0	6	i	20	-2	1	-3	i
Cc1ccc(S(=O)(=O)N2CCC(=O)N([C@H](COCc3ccc(Cl)cc3)C(C)C)CC2)cc1	5	1	38	i	·	·	1	-4	·
O=C(CN1C(=O)CSC1=O)Nc1ccc(F)c(F)c1F	1	7	-6	i	15	0	4	7	i

An excerpt from the list above, as a working copy:
structure	SKN-1 inh	NadD inh	FAS-TE inh	Neddyl block	PABP1 MLLE inh	Rin1-Abl PPI inh	CSN inh	MT1-MMP act inh	Rpn11 inh
CCC(=O)C1CCCN(C(=O)c2cccc(OC3CCN(S(C)(=O)=O)CC3)c2)C1 (configuration not stated)	-12	1	-7	i	-1	2	0	-1	i
O=C(CCCOc1ccc(Cl)cc1Cl)NCc1ccccn1	-1	1	-1	i	7	3	3	1	i
Cc1cc(=O)[nH]c(N/N=C/c2cccc(Br)c2)n1	15	-6	-1	i	-25	-4	4	1	i
CN(C)c1oc(-c2ccccc2[N+](=O)[O-])nc1C#N	8	0	-3	i	42*	-1	-2	2	i
CCCCc1cc(=O)oc2cc(C)cc(O)c12	19	-2	5	i	6	-5	1	-8	i
N#C/C(=C(/O)c1ccc(Cl)c([N+](=O)[O-])c1)c1nc2ccccc2[nH]1	-2	-3	14	i	-13	-4	2	-2	i
